Screens: PubChem, Sanford-Burnham Center for Chemical Genomics
CD11b adhes enh = enhancers of CD11b/CD18 adhesion to fibrinogen, primary screen, K562 cells, luminescence | activation, % at 10 µM | 93,000 compounds, 0.07% hits | Integrin beta-2 (Homo sapiens) + Integrin alpha-M (Homo sapiens), P05107+P11215 | ATPlite luminescence;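 active means 10 µM primary screen giving 50% or more activity, confirmed by 40% or more on retest at that dose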; further: strong numbers were not always called active; reference of the scale not given here
Pyk2 oligo antag = antagonists of Pyk2 self-association, primary screen, Q293 cells, FERM NanoBiT luminescence, HTS; stronger effect = lower value; z-score (the deposit names both 25 µM and 10 µM); 99,000 compounds, 0.83% hits; AID 1347419, 2020;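 active means Z-score of -3 or lower, scaled per plate to the spread of control and sample wells; inactive means z-score above -3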;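 further: negative z-score means lost luminescence so less FERM oligomerization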
CD11b adhes inh = inhibitors of CD11b/CD18 adhesion to fibrinogen, primary screen, K562 cells, luminescence; 93,000 compounds, 0.54% hits; inhibition, % at 10 µM; Integrin beta-2 (Homo sapiens) + Integrin alpha-M (Homo sapiens), P05107+P11215; ATPlite luminescence; Mn2+ added to activate the integrin;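 active means primary inhibition of 50% or more at 10 µM, then 40% or more on retest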; further: some results filed as inactive read as strong as hits
MT1-MMP txn act = MT1-MMP promoter reporter activation – cell-based, luciferase luminescence, primary screen. HT1080 MT1-MMP promoter luciferase reporter, overnight; stronger effect = higher value. activation factor at 10 µM. AID 750, 2007. 86,000 compounds, 0.16% hits;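 active means activation factor of at least 2 for MT1-MMP transcription at 10 µM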
CYP2C9 activ = human CYP2C9 activators, primary screen, biochemical, luminescence | Cytochrome P450 2C9 (Homo sapiens), P11712 | recombinant CYP2C9, luciferin-H conversion; stronger effect = higher value; factor 1 = untreated enzyme, 0 = blocked | activation factor at 5 µM | 96,000 compounds, 1.4% hits | AID 1024, 2008;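 active means activation factor of 2 or more for CYP2C9 at a 5 µM dose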;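 further: 0 = sulfaphenazole-blocked wells and 1 = vehicle-only wells; values of inactives mirror those of a sister screen read the other way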
Target sequence (P11712 whole entry, looked up): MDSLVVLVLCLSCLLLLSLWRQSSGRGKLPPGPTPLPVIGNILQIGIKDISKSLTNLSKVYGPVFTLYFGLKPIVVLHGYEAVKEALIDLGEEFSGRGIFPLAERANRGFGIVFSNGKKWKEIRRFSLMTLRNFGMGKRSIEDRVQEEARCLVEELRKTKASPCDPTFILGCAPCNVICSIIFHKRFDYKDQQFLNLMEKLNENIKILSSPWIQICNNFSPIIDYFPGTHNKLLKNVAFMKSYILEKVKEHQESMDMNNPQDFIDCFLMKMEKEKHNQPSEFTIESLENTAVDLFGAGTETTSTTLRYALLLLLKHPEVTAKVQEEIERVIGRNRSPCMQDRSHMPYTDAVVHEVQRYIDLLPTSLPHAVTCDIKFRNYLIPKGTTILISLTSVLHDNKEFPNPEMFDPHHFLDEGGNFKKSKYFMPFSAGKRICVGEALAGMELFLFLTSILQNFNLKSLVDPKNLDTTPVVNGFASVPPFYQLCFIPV
CYP2C19 act = human CYP2C19 activators, primary screen, biochemical, luminescence | recombinant CYP2C19, luciferin-H EGE luminescence; stronger effect = higher value; 0 = fully inhibited enzyme, 1 = untreated enzyme | activation factor at 5 µM | 96,000 tested, under 10 active | AID 1025, 2008;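 active means activation factor of at least 2 at 5 µM in the primary screen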;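 further: 0 = wells with 2.5 mM tranylcypromine and 1 = vehicle-only wells; values of inactives mirror those of a sister screen read the other way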
CYP2C9 inh = blockers of cytochrome P450 2C9 activity – biochemical, luminescence, ADME assay, primary screen | P11712 | CYP2C9 Supersomes, luciferin-H conversion | inhibition, % at 5 µM | 96,000 compounds, 20% hits;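 active means blocking of liver enzyme CYP2C9 beyond about 50% at 5 µM, limit read from the data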; further: values of inactives mirror those of a sister screen read the other way
CYP2C19 inhib = blockers of cytochrome P450 2C19 activity – biochemical, luminescence, ADME assay, primary screen; P33261; CYP2C19 Supersomes, luciferin-H EGE luminescence, 30 min; inhibition, % at 5 µM; 96,000 compounds, 21% hits; AID 778, 2007;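 active means CYP2C19 inhibition above a set limit at 5 µM in the primary screen, cut at about 50% in these data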;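 further: plate controls were negative control wells for no effect and 2.5 mM tranylcypromine positive control for full effect; values of inactives mirror those of a sister screen read the other way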
PLAP act = PLAP enzyme activators, biochemical, luminescence, HTS. Alkaline phosphatase, placental type (Homo sapiens), P05187. purified PLAP enzyme, luminescent substrate read-out; stronger effect = higher value. activation fold at 20 µM. 96,000 compounds, 1.2% hits; in the data active means activation fold above about 2
Target sequence (P05187 whole entry, looked up): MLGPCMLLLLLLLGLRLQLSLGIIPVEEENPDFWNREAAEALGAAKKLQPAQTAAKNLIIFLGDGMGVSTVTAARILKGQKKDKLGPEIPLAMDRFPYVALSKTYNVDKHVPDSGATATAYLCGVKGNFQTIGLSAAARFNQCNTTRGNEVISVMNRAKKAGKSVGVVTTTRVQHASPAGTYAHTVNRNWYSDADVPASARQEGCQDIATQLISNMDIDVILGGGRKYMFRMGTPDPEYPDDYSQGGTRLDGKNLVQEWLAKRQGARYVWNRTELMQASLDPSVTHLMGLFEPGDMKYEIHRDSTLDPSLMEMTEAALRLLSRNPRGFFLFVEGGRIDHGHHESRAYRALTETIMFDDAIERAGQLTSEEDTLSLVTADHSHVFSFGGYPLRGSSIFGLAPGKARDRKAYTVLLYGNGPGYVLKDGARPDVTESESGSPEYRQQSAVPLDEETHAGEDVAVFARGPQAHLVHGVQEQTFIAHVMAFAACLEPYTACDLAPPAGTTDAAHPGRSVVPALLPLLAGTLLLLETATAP
* marks the source's active call; other numbers are inactive results; · = no result given.

SMILES	CD11b adhes enh	Pyk2 oligo antag	CD11b adhes inh	MT1-MMP txn act	CYP2C9 activ	CYP2C19 act	CYP2C9 inh	CYP2C19 inhib	PLAP act
CCCS(=O)(=O)N1CCN(CC2CC=CCC2)CC1 (centres undefined)	0	-0.06	-11	1	0.9	0.8	11	25	1
CNCc1ccccc1OCC(=O)Nc1ccccc1OC	2	0.29	-39	1.4	1.4	0.4	-36	64*	0.8
Cc1cc(C(=O)Cn2nnc3ccccc3c2=O)c(C)n1Cc1cccs1	0	0.34	32	0.6	0.3	0	71*	97*	1.3
COc1ccc(/C=C2\SC(=NCc3ccccc3)N(Cc3ccccc3)C2=O)cc1OC	-2	-0.42	-3	·	0.8	0.3	22	72*	1.1
COc1cccc(OCC(O)CN2C(C)CCCC2C)c1 (centres undefined)	-1	0.63	-18	1	1	1	2	-2	0.7
CCOC(=O)c1ccc(NC(=O)N2CCN(S(C)(=O)=O)CC2)cc1	2	0.32	-6	1	1	1	1	2	1
COc1ccc(N2CC(C(=O)NCc3cccnc3)CC2=O)cc1 (centres undefined)	0	3.1	-6	1.2	0.9	0.9	8	10	0.9
Cc1cc(C(C)(C)C)ccc1OCCn1ccnc1	-1	0.06	2	1	0.1	0	94*	98*	1.1
N#CCSc1nnc(C2CCCCC2)n1-c1ccccc1	3	-0.13	8	0.9	1	1	0	1	1.1
COc1ccc(-c2oc(/N=C/N3CCCC3)c(C#N)c2-c2ccc(OC)cc2)cc1	-2	-2	-9	1.1	0	0.4	97*	59*	1.6
CCOCCCNC(=O)c1c(-c2ccccc2)noc1C	-1	0.77	4	1.1	1.2	0.9	-20	14	1.1
O=C(Cc1ccccc1)N1CCCC(c2nc(-c3cccs3)no2)C1 (centres undefined)	0	-0.08	-10	1	0.8	0.8	24	22	1
COc1cc(C=O)c(Br)cc1OC1CCCC1	9	-0.01	15	·	0.9	0.8	11	22	0.9
Cc1ccc(-c2ccc(/C=N/NC(=O)CN3CCCC3)o2)cc1Cl	2	-0.11	-3	·	0.9	0.8	11	22	1.4
CC(C)C(NC(=O)CNC(=O)OC(C)(C)C)C(=O)NCc1ccccc1 (centres undefined)	-6	1.4	-9	1.5	1.1	0.7	-7	32	1.3

Given with two lines to a compound: entries from further up
Below each compound – CD11b adhes enh, Pyk2 oligo antag, CD11b adhes inh, MT1-MMP txn act, CYP2C9 activ, CYP2C19 act, CYP2C9 inh, CYP2C19 inhib, PLAP act
- COc1ccc(/C=C2\SC(=NCc3ccccc3)N(Cc3ccccc3)C2=O)cc1OC
 : -2, -0.42, -3, ·, 0.8, 0.3, 22, 72*, 1.1
- COc1cccc(OCC(O)CN2C(C)CCCC2C)c1 (centres undefined)
 : -1, 0.63, -18, 1, 1, 1, 2, -2, 0.7
- CCOC(=O)c1ccc(NC(=O)N2CCN(S(C)(=O)=O)CC2)cc1
 : 2, 0.32, -6, 1, 1, 1, 1, 2, 1

Next part:
SMILES	CD11b adhes enh	Pyk2 oligo antag	CD11b adhes inh	MT1-MMP txn act	CYP2C9 activ	CYP2C19 act	CYP2C9 inh	CYP2C19 inhib	PLAP act
COc1ccccc1NS(=O)(=O)c1ccc2c(c1)n(C)c(=O)n2C	-3	-0.2	10	·	1	0.3	2	72*	1.1
Cc1occc1-c1nnc(SCC(=O)NCc2cccs2)n1-c1ccc(F)cc1	0	-0.71	8	1.1	0.4	0.6	63*	43	1.4
O=C1N=c2ccccc2=C1c1sc(=S)n(CC2CCCO2)c1O (centres undefined)	1	-2.4	-30	1	0.8	1.1	21	-6	0.7
CCCCn1c(N)c(Sc2ccc(C)cc2)c(=O)[nH]c1=O	-4	0.33	-15	1	0.6	0.5	41	53*	0.9
Cc1c(Cl)cccc1NC(=O)CN1CCC(NC(=O)C2CCCCC2)CC1	-4	0.25	-3	·	1	0.8	4	18	1
CCc1nnc(NC(=O)CSc2ncc(-c3ccccc3)[nH]2)s1	1	0.1	1	·	0.3	0.7	66*	25	1.9
CCN(CC)c1ccc2c(C)c(-c3ccc(N)cc3)c(=O)oc2c1	·	-0.36	·	1.1	0.9	0.6	12	44	0.9
O=Cc1c(Sc2ccccc2)nc2ccccn2c1=O	2	-0.97	-33	1.3	0.7	0.3	29	72*	1
CC(C)c1ccc(-c2nc(N3CCOCC3)[nH]c(=O)c2C#N)cc1	-7	0.69	-1	1	0.9	0.9	11	8	1.1
CSc1ccccc1NC(=O)CCn1c(=O)sc2ccccc21	-4	-0.35	-4	·	1	0.5	4	52*	0.9
CCC(C)(C)n1nnnc1C(c1ccc2ncccc2c1)N1CCN2CCCC2C1 (centres undefined)	1	0.5	-15	1.1	1	0.4	3	59*	1.2
CCOC(=O)C1CCN(c2c(NCc3ccc(C(=O)NCCOC)cc3)c(=O)c2=O)CC1	-4	0.17	-9	1.1	1	1.1	0	-12	0.9
CCOc1nc(Oc2cccc(C(=O)O)c2)nc(Oc2cccc(C(=O)O)c2)n1	-1	0.15	4	1	0.8	1	15	3	1.1
CCC(CC)C(=O)Nc1cc(C)cc(C)c1	-2	-0.19	0	1.1	0.7	0.8	25	18	1.1
COc1ccc(-c2nnn(Cc3nc(N)nc(N4CCOCC4)n3)n2)cc1OC	·	-1.1	·	1.1	0.9	0.9	14	14	0.9

Full records from above:
Record of Cc1c(Cl)cccc1NC(=O)CN1CCC(NC(=O)C2CCCCC2)CC1 = CD11b adhes enh = -4; Pyk2 oligo antag = 0.25; CD11b adhes inh = -3; MT1-MMP txn act = ·; CYP2C9 activ = 1; CYP2C19 act = 0.8; CYP2C9 inh = 4; CYP2C19 inhib = 18; PLAP act = 1
Record of CCC(C)(C)n1nnnc1C(c1ccc2ncccc2c1)N1CCN2CCCC2C1 (centres undefined) = CD11b adhes enh = 1; Pyk2 oligo antag = 0.5; CD11b adhes inh = -15; MT1-MMP txn act = 1.1; CYP2C9 activ = 1; CYP2C19 act = 0.4; CYP2C9 inh = 3; CYP2C19 inhib = 59*; PLAP act = 1.2

Additional structures
SMILES	CD11b adhes enh	Pyk2 oligo antag	CD11b adhes inh	MT1-MMP txn act	CYP2C9 activ	CYP2C19 act	CYP2C9 inh	CYP2C19 inhib	PLAP act
COc1cccc(CNc2ncnc3cc(OC)c(OC)cc23)c1	1	0.11	-9	·	1.5	0.9	-47	13	0.9
CCOC(=O)c1c(CN2CCOCC2)n(-c2ccccc2)c2cc(Br)c(OC)cc12	0	-0.47	-4	1.3	0.2	0.5	78*	52*	1.7
O=C(O)c1ccccc1C(=O)N(Cc1ccccc1)Cc1ccccc1	-4	0.88	3	·	0.7	0.8	25	21	1.6
CO/N=C(\Cn1ncc(N2CCCC2)c(Cl)c1=O)c1ccc(Cl)cc1	-4	-0.02	-5	·	0.7	0.7	26	28	1.2
O=C(Cc1ccccc1)NCCS(=O)c1ccc(Cl)cc1 (centres undefined)	-4	-0.12	-13	·	1	0.9	4	15	0.9
CCOC(=O)C1CCN(C(=O)Cn2cc3c(n2)CCC(C)C3)CC1 (centres undefined)	0	·	13	1.1	1	0.6	0	39	1.2
COc1cccc(OCC(=O)Nc2ccc(OC)c(OC)c2)c1	0	0.61	-1	1	0.9	0.5	13	51*	1
CN(C)CCNC(=O)c1cc2cc(Br)ccc2oc1=O	-2	0.82	-11	1.2	0.6	0.8	44	18	1.1
COc1cccc(-c2nnc(SCC(=O)NCc3ccc4c(c3)OCO4)n2Cc2ccco2)c1	-1	-0.21	-13	1.2	0.3	0.7	72*	32	1.1
CC1CCC(NS(=O)(=O)c2ccc3c(c2)n(C)c(=O)c(=O)n3C)CC1 (centres undefined)	1	1.3	7	1.1	0.9	0.9	8	8	1.1
CCOC(=O)C1=C(C)N=C2SC(C)C(=O)N2C1c1ccc(OCC)c(OCC)c1 (centres undefined)	-5	1.3	-26	1.2	0.4	0.5	61*	54*	1.4
CC(C)c1c(O)nc(SCCC(=O)O)[nH]c1=O	-5	0.48	5	1	1	1	-4	0	0.9
CCOc1ccc(NC(=O)Nc2cc(C)on2)cc1	-4	-0.74	-11	1.5	0.9	0.8	6	23	0.9
CCCn1c(SCC(N)=O)nc2c(c1=O)C1(CCCC1)Cc1ccccc1-2	0	-2	-14	1.3	1	1	5	-3	0.8
CCOC(=O)c1c(C)c(C(=O)N2CCCCCC2)c(C)n1C	·	0.11	·	1.1	1.1	0.7	-6	27	1.6
CCOC(=O)C(NS(=O)(=O)c1ccccc1)(C(F)(F)F)P(=O)(OCC(C)C)OCC(C)C (centres undefined)	1	0.05	-18	·	0.8	0.9	16	10	1.5
COc1ccc(C2CC(=O)N3CN(c4ccc(C)c(Cl)c4)CSC3=C2C#N)cc1OC (centres undefined)	-12	·	14	1.1	0	0.8	96*	21	1.4
CC(Oc1ccccc1)C(=O)NC1CC(C)(C)NC(C)(C)C1 (centres undefined)	0	0.01	-10	1.1	1.1	1.1	-6	-11	1
COC1CCCCC1Nc1cccc(SC)c1 (centres undefined)	2	2	4	1.1	0.9	0.7	9	29	0.8
Cc1cc(C)c(C(=O)CSc2nnc(-c3cccnc3)n2C)c(C)c1	-5	0.31	-15	·	1	1	2	4	0.9
COC(=O)c1ccccc1NC(=O)C1CC(=O)N(c2ccc(F)cc2)C1 (centres undefined)	0	1.2	0	1	0.4	0.2	64*	84*	1.1
Cc1cc(C)n2nc(Cc3ccccc3)nc2n1	-1	1.6	-1	1.1	1.1	0.9	-8	8	1
COc1ccc(CNC(=O)c2cccc(N(C)C)c2)cc1	-6	-0.6	-1	1.2	1.5	0.6	-46	38	0.8
Cc1nc2ccccc2c(=O)n1N	-1	-0.27	7	1.2	0	0.2	97*	77*	1
CC[n+]1c(/C=C/Nc2ccccc2)sc2ccccc21	-6	0.27	7	·	1.1	1.1	-10	-13	1
CC1CCN(c2nc(-c3ccccc3)c(C#N)c(=O)[nH]2)CC1	-1	0.23	-16	1.2	0.9	1	6	1	1
COc1cccc(N2CCN(C(=O)c3cccnc3)CC2)c1	-4	-0.55	-4	1.2	0.9	0.3	12	71*	1.1
CC1CC2(CC(C)(C(=O)CSc3n[nH]c(-c4ccccc4Cl)n3)OC2=O)C(=O)O1 (centres undefined)	7	0	-5	1.1	0.9	0.8	5	19	1
CCn1c(C)[n+](CC(O)COCC2CC=CCC2)c2ccccc21 (centres undefined)	2	0.31	-10	1.1	1	1.1	-4	-13	0.9
Cc1c(C(=O)N2CCCC2)sc(NC(=O)c2cccs2)c1C#N	1	-0.28	-24	1.1	0.1	0.9	94*	8	1
COc1cc(-c2c(C#N)c(N)nc3c2c(C)nn3-c2ccc(C)c(C)c2)cc(OC)c1OC	3	-3.4*	20	1.1	0.7	0.9	26	6	1.8
COc1ccc(C2C(C(=O)NCc3ccccc3)=C(C)Nc3ncnn32)cc1OC (centres undefined)	0	-1.4	0	1.2	1.1	1.1	-12	-7	0.9
OC1CCN(c2ncnc3c2nnn3Cc2c(F)cccc2Cl)CC1	7	-0.57	6	1.1	0.5	0.5	48	48	1.6

Hits appear at their usual frequency; overall some 31% were active at least once.
